ELG1 genotox: inducers of genotoxicity in HEK293T ELG1-luciferase cells | HEK293T ELG1-luciferase reporter, luminescence, 16 h | Potency, µM (titrated, usually from 46 µM), for the others: top-dose activity change, positive = activation, usual class: activators | 1.3% of 330,000 active | AID 504466; further: potency means the concentration at half of the fitted maximal effect; % of control where 0% means no effect; nearly all actives have a fitted effect of over 60% in size
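Quantitative HTS format in 1536-well plates. HEK293T ELG1-luciferase reporter cells receive test compound and are incubated 16 hr at 37 °C, 5% CO2; ONE-Glo added, 30 min room temperature, then luminescence read.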
uPA surface inh: cell surface uPA generation inhibition; Potency, µM (titrated, usually from 38.3 µM), for inactives: top-dose activity change, negative = inhibition, most hits filed as inhibitors; 0.31% of 330,000 active; cell surface uPA generation assay, qHTS; active means well fitted inhibition curve with a large enough effect; inconclusive means small, poorly fitted or top-dose-only effect; inactive means no such curve, though single readings can be large or run the other way; tested in mouse RAW 264.7 cells; further: potency means the concentration at half of the fitted maximal effect; on the % scale 0 is the no-effect control and ±100 the full control effect; nearly all actives have a fitted effect of over 55% in size
TSG101-PTAP inh: blocks PTAP/TSG101 interaction to inhibit HIV-1 budding | Fluorescence polarization, FITC-PTAP peptide / Tsg101 binding | 340,000 tested, under 10 active | AID 493005 | Q99816 | Potency, µM (doses to about 115 µM), without a hit: at the top dose activity change, negative = inhibition, hits mostly inhibitors; active means well fitted inhibition curve with a large enough effect in the main read-out, with a control signal flat, not every such curve was filed as active; inconclusive means small, poorly fitted or top-dose-only effect, or effect the other way, or a change in a side signal; inactive means no such curve, though single readings can be large or run the other way; further: potency means the concentration at half of the fitted maximal effect; % of control where 0% means no effect
Target sequence (Q99816 whole entry, looked up): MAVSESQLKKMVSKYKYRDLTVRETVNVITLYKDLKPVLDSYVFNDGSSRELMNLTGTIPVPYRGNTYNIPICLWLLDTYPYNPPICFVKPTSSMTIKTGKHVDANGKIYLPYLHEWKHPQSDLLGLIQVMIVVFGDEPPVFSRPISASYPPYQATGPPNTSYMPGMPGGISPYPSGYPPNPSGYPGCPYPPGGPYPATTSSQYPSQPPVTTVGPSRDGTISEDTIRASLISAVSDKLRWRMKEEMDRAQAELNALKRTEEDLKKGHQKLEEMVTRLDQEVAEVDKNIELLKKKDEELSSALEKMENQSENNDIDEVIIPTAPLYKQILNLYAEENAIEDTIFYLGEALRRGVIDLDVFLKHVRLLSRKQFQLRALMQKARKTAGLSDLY
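Fluorescence anisotropy tracks displacement of a FITC-tagged PTAP peptide (50 nM) from the Tsg101 binding domain (10 uM), following a 20 min room-temperature incubation at pH 7.5.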
TRPV1 agonist: agonists of human vanilloid receptor 1 (TRPV1) | Q8NER1 | 0.19% of 320,000 active | activation, % at 8.33 µM | TRPV1-expressing cells, Fluo-8 calcium influx, agonist mode | AID 540275; in the data active means activation above about 80%; inconclusive means between about 30% and that limit; further: 0% is about no effect
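Cells expressing TRPV1 were dye-loaded with Fluo-8 and read kinetically: 10 s baseline, 3 min after compound (agonist portion), then 2 min after EC20 capsaicin (allosteric enhancer portion). Calcium-bound dye fluorescence at 480/520 nm.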
Eya2 inh: Eya2 (human) phosphatase inhibition; O00167; recombinant Eya2, OMFP fluorescence dephosphorylation (OMFP is methylfluorescein phosphate); Potency, µM (series often up to 76.9 µM), for the others: at the top dose activity, negative = inhibition, usual class: inhibitors; 0.006% of 330,000 active; AID 488837; further: potency means the concentration at half of the fitted maximal effect; on the % scale 0 is the no-effect control and ±100 the full control effect
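Eya2 protein (added as 0.2 uM solution) was preincubated with compound for 10 min at ambient temperature in 50 mM HEPES pH 7.5, 50 mM NaCl, 5 uM MgCl2, 0.05% BSA, 1 mM DTT. OMFP (added at 50 uM) then reacted 10 min; fluorescence read at 485/525 nm.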
USP2a block: blocks human ubiquitin-specific protease USP2a | USP2 core, Ub-CHOP2 coupled fluorogenic reporter, 485/531 | 0.01% of 330,000 active | Potency, µM (series often up to 38.3 µM), without a hit: top-dose activity change, negative = inhibition, hits mostly inhibitors | O75604;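 further: potency means the concentration at half of the fitted maximal effect; plate controls were DMSO wells for no effect and full inhibition by NEM control for full effect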
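Cell-free coupled assay: 10nM USP2 core preincubated 30min RT with compound in Tris-HCl pH 8.0/CaCl2/CHAPS buffer, then 25nM Ub-CHOP2 and 25nM reporter substrate; fluorescence (Ex 485/Em 531) read after 60min RT, normalized to NEM inhibition, concentration-response curves fitted.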
p53 reactivation: mutant p53 re-activation in reporter cells. H1299 p53-A138V BP100-luciferase reporter, luminescence, 24 h. Potency, µM (top dose mostly 92.2 µM), inactives show top-dose activity change, positive = activation, usual class: activators. 0.063% of 320,000 active; further: potency means the concentration at half of the fitted maximal effect; % of control where 0% means no effect; nearly all actives have a fitted effect of over 45% in size
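p53-null H1299 cells stably carrying temperature-sensitive p53-A138V and a BP100-luciferase reporter were pinned with compounds (4-point, 1:5 series) and held 24 hrs at 37 deg C. Luminescence was read 10 min after detection reagent.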
B2AR arrestin: agonists driving beta-arrestin recruitment to human beta2-adrenergic receptor; 0.02% of 330,000 active; Potency, µM (titrated, usually from 46.1 µM), inactives show at the highest dose activation, actives largely listed as activators; AID 492947; beta-arrestin recruitment to beta2AR, cell-based reporter;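 further: potency means the concentration at half of the fitted maximal effect; 0% = DMSO controls and full agonism = EC100 isoproterenol or metaproterenol; nearly all actives have a fitted effect of over 65% in size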
BRCA1 expr act: BRCA1 expression activation; Potency, µM (doses to about 46.1 µM), inactives show at the highest dose activation, most hits filed as activators; MCF7-BRCA1-FFLuc reporter, luminescence, 48 h; response scale: scaled: vehicle 0%, 10 µM genistein 100%; 1.1% of 380,000 active; further: potency means the concentration at half of the fitted maximal effect; nearly all actives have a fitted effect of over 80% in size; some results filed as inactive show a strong effect at the top dose
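MCF7-BRCA1-FFLuc cells, 2000/well in phenol-red-free MEM, attached 2 h then treated 48 h at 37 C. Luciferase luminescence read 15 min after reagent; normalized to genistein maximum activation (10microM) and DMSO, concentration-response fitted.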
Integrin act MD: integrin-mediated muscular dystrophy alleviation activation; alpha7betagal myoblasts, beta-gal FDG fluorescence, 48 h; Potency, µM (titrated, usually from 38.3 µM), without a hit: at the top dose activation, hits mostly activators; 0.064% of 350,000 active; AID 624291;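 further: potency means the concentration at half of the fitted maximal effect; 100% = response of the positive control SU9516; nearly all actives have a fitted effect of over 60% in size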
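Alpha7betagal+/- myoblasts (passage 13) were plated 16-24 hr, then exposed to compounds (1:260 dilution of DMSO stock) for 48 hours at 37C. After MPER lysis, β-galactosidase reporter activity was read as FDG fluorescence (ex 480/em 540) after 30 minutes.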
S-ASM inh: human S-ASM enzyme inhibition; P17405; placental ASM, HMU-PC fluorogenic substrate, 60 min; Potency, µM (top dose mostly 57.5 µM), without a hit: at the highest dose activity change, negative = inhibition, most hits filed as inhibitors; 0.006% of 340,000 active; further: potency means the concentration at half of the fitted maximal effect
Target sequence (P17405 47-631 limits assumed): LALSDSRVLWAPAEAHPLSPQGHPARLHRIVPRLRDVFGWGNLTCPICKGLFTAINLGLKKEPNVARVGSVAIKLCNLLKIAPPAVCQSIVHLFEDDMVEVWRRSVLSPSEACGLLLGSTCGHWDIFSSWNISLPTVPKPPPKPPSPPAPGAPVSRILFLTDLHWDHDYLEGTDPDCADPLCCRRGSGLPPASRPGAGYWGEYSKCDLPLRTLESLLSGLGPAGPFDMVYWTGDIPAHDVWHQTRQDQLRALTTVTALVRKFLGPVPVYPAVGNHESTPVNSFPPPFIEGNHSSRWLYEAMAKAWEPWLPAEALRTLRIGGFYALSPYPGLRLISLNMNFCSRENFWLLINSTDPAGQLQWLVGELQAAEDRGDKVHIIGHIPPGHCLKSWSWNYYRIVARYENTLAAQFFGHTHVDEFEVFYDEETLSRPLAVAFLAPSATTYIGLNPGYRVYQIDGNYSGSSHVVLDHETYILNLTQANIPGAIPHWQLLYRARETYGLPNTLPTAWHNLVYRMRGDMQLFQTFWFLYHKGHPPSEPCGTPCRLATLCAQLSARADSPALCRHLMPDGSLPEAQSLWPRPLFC
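HMU-PC0 cleavage (9 uM final) by human placental ASM, 60 min at 37 °C following 10 min compound exposure at RT; stopped at pH 10, fluorescence Ex 386/Em 447 nm.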
* = called active by the depositor; [ ] = dose if it differs, or a comment. Unless noted, the call rests on the fitted dose curve; in most records, active means well fitted curve in the direction sought with a large enough effect; inconclusive means small, poorly fitted or top-dose-only effect, or another doubt; inactive means no such curve, though single readings can be large; an effect the other way counts as inactive or inconclusive. An unsorted share of the library (roughly 2.6% active in at least one column).

O=C(O)CSc1c2c(nc3cc(C(=O)NCCN4CCOCC4)ccc13)CCC2 was read as ELG1 genotox 1%, uPA surface inh 4%, TSG101-PTAP inh -4%, TRPV1 agonist 5, Eya2 inh -1%, USP2a block 1%, p53 reactivation 0%, B2AR arrestin 0.1%, BRCA1 expr act 0%, Integrin act MD inconclusive and S-ASM inh -1%.
Screening CCCCc1nc(S(=O)(=O)c2ccc(Cl)cc2)c(N2CCOCC2)o1 returned ELG1 genotox 10%, uPA surface inh 3%, TSG101-PTAP inh -9%, TRPV1 agonist 28, Eya2 inh 8%, USP2a block 4%, p53 reactivation inconclusive, B2AR arrestin 3.8%, BRCA1 expr act 3%, Integrin act MD -11% and S-ASM inh -2%.
Screening CC1CCCC(C)N1C(=O)COC(=O)c1ccc(Br)c(S(=O)(=O)N2CCOCC2)c1 (stereo not drawn) returned ELG1 genotox -3%, uPA surface inh -7%, TSG101-PTAP inh -5%, Eya2 inh -15%, USP2a block 3%, p53 reactivation 3%, B2AR arrestin -0.7%, BRCA1 expr act 0%, Integrin act MD 44% and S-ASM inh -1%.
Screening S=c1[nH]nc(-c2ccc(Cl)cc2)n1/N=C/c1cccs1 returned ELG1 genotox 0%, uPA surface inh 3%, TSG101-PTAP inh -4%, TRPV1 agonist 15, Eya2 inh -3%, USP2a block -2%, p53 reactivation 2%, B2AR arrestin -0.5%, BRCA1 expr act -26%, Integrin act MD 13% and S-ASM inh 1%.
COC(=O)c1cc(N=Nc2sc(N)nc2C)cc(C(=O)OC)c1 was read as ELG1 genotox -3%, uPA surface inh inconclusive, TSG101-PTAP inh 0%, TRPV1 agonist 0, Eya2 inh -1%, USP2a block 2%, p53 reactivation 1%, B2AR arrestin 0.5%, BRCA1 expr act -38%, Integrin act MD -32% and S-ASM inh -10%.
For O=C(Oc1ccc(/C=N/n2cnnc2)cc1)c1cccc([N+](=O)[O-])c1 the results were ELG1 genotox 0%, uPA surface inh -3%, TSG101-PTAP inh 0%, TRPV1 agonist -2, Eya2 inh 4%, USP2a block 7%, p53 reactivation 10%, B2AR arrestin -0.2%, BRCA1 expr act -28%, Integrin act MD 0% and S-ASM inh 1%.
`CCN1C(=O)[C@@H]2Cc3c([nH]c4ccccc34)C(c3cc(OC)c(OC)c(OC)c3)N2C1=S` (stereo partly drawn) gave ELG1 genotox -4%, uPA surface inh inconclusive, TSG101-PTAP inh 23%, TRPV1 agonist 3, Eya2 inh -1%, USP2a block inconclusive, p53 reactivation 2%, B2AR arrestin -1.0%, BRCA1 expr act -39%, Integrin act MD -41% and S-ASM inh -12%.
Screening CCn1c(SCC(=O)Nc2cccc(OC)c2)nc2ccccc2c1=O returned ELG1 genotox -1%, uPA surface inh 14%, TSG101-PTAP inh 0%, TRPV1 agonist 5, Eya2 inh -8%, USP2a block 5%, p53 reactivation -69%[inhibitor], B2AR arrestin -0.8%, BRCA1 expr act 7%, Integrin act MD 7% and S-ASM inh -6%.
`CCOc1ccccc1N1CC(C(=O)N2CCc3ccccc32)CC1=O` (stereo not drawn) gave ELG1 genotox -1%, uPA surface inh -2%, TSG101-PTAP inh -4%, TRPV1 agonist 8, Eya2 inh -4%, USP2a block 2%, p53 reactivation -2%, B2AR arrestin -0.2%, BRCA1 expr act 1%, Integrin act MD -4% and S-ASM inh 0%.
Cc1cc(OCCN2CCOCC2)ccc1C(C)C was read as ELG1 genotox 11%, uPA surface inh 3%, TSG101-PTAP inh 0%, TRPV1 agonist 9, Eya2 inh 0%, USP2a block 2%, p53 reactivation 14%, B2AR arrestin -1.1%, BRCA1 expr act 58%, Integrin act MD 10% and S-ASM inh 1%.
For CCOC(=O)c1cnc(N2CCN(c3ccccc3)CC2)[nH]c1=O the results were ELG1 genotox -1%, uPA surface inh 2%, TSG101-PTAP inh -3%, TRPV1 agonist 1, Eya2 inh 19%, USP2a block 2%, p53 reactivation 1%, B2AR arrestin -0.5%, BRCA1 expr act -2%, Integrin act MD 10% and S-ASM inh 7%.
Cc1cccc(C(=O)NCCCN(C)CCCNC(=O)c2cccc(C)c2)c1 was read as ELG1 genotox 2%, uPA surface inh 0%, TSG101-PTAP inh -5%, TRPV1 agonist -1, Eya2 inh -10%, USP2a block 1%, B2AR arrestin 0.1%, BRCA1 expr act -2%, Integrin act MD -24% and S-ASM inh 1%.
CCCCN1C(=O)C(=O)N(CC(=O)c2ccc3c(c2)OCO3)C1=O was read as ELG1 genotox 1%, uPA surface inh 5%, TSG101-PTAP inh 0%, TRPV1 agonist 18, Eya2 inh -6%, USP2a block -1%, p53 reactivation 9%, B2AR arrestin 6.2%, BRCA1 expr act 16%, Integrin act MD 5% and S-ASM inh 1%.
CCOc1ccc(S(=O)(=O)NCCC(=O)NCC2(N3CCCCC3)CCCCC2)cc1 was read as ELG1 genotox 0%, uPA surface inh inconclusive, TSG101-PTAP inh -4%, TRPV1 agonist 1, Eya2 inh -9%, USP2a block 3%, p53 reactivation inconclusive, B2AR arrestin 0.2%, BRCA1 expr act -36%, Integrin act MD -15% and S-ASM inh 1%.
`CC(=O)Oc1ccc(/C=c2\sc3ncnn3c2=O)cc1` gave ELG1 genotox 8%, uPA surface inh -6%, TSG101-PTAP inh 6%, TRPV1 agonist -1, Eya2 inh 10%, USP2a block 2%, p53 reactivation 7%, B2AR arrestin 0.1%, BRCA1 expr act 20%, Integrin act MD -8% and S-ASM inh 4%.
Screening Cc1ccc(C)c(N2C(=O)c3cc(N4CCOCC4)c([N+](=O)[O-])cc3C2=O)c1 returned ELG1 genotox 1%, uPA surface inh -2%, TSG101-PTAP inh -3%, TRPV1 agonist 3, Eya2 inh -3%, USP2a block 1%, p53 reactivation -2%, B2AR arrestin -1.3%, BRCA1 expr act 2%, Integrin act MD -1% and S-ASM inh -3%.
Screening CC(C)=CCC/C(C)=C/Cc1c(O)ccc(C(=O)/C=C/c2ccc(O)cc2)c1O returned ELG1 genotox 5%, uPA surface inh -8%, TRPV1 agonist 9, Eya2 inh -12%, USP2a block -2%, p53 reactivation 0%, B2AR arrestin 0.3%, BRCA1 expr act -18%, Integrin act MD -33% and S-ASM inh -16%.
For Cc1ccc(NS(=O)(=O)c2ccc(CCC(=O)N3CCCC3)cc2)cc1 the results were ELG1 genotox -3%, uPA surface inh -1%, TSG101-PTAP inh -3%, TRPV1 agonist -1, Eya2 inh -26%, USP2a block 1%, p53 reactivation 7%, B2AR arrestin -0.4%, BRCA1 expr act -1%, Integrin act MD -1% and S-ASM inh -4%.
Screening O=C(O)C1CCCN1C(=O)C12CC3CC(CC(C3)C1)C2 (stereo not drawn) returned ELG1 genotox -1%, uPA surface inh -3%, TSG101-PTAP inh -2%, TRPV1 agonist -1, Eya2 inh 2%, USP2a block 0%, B2AR arrestin -0.9%, BRCA1 expr act -25%, Integrin act MD -10% and S-ASM inh 2%.
For O=C1[C@@H]2C(c3ccccc3Cl)=NO[C@@H]2C(=O)N1Cc1ccccc1 the results were ELG1 genotox -1%, uPA surface inh -3%, TSG101-PTAP inh -5%, TRPV1 agonist -1, Eya2 inh -12%, USP2a block 0%, p53 reactivation -6%, B2AR arrestin 0.5%, BRCA1 expr act -29%, Integrin act MD 4% and S-ASM inh -9%.
Screening CCn1c(-c2ccco2)n[nH]c1=S returned ELG1 genotox -2%, uPA surface inh 1%, TSG101-PTAP inh -1%, TRPV1 agonist -2, Eya2 inh 5%, USP2a block 1%, p53 reactivation -3%, B2AR arrestin 0.0%, BRCA1 expr act -5%, Integrin act MD -9% and S-ASM inh -1%.
CCCn1nc(Oc2nc(NCC)nc(NCC)n2)ccc1=O was read as ELG1 genotox inconclusive, uPA surface inh -10%, TSG101-PTAP inh -6%, TRPV1 agonist 0, Eya2 inh -17%, USP2a block 1%, p53 reactivation -2%, B2AR arrestin -0.1%, BRCA1 expr act -45%, Integrin act MD 0% and S-ASM inh 0%.
Oc1ccc2oc3c(c2c1)CCCC3 was read as ELG1 genotox 2%, uPA surface inh -3%, TSG101-PTAP inh -7%, TRPV1 agonist -5, Eya2 inh 10%, USP2a block -2%, p53 reactivation 11%, B2AR arrestin -0.4%, BRCA1 expr act 63%, Integrin act MD 23% and S-ASM inh -4%.
